# Screening data (PubChem)
# Growth percent in the NCI-60 one-dose screen (48 h, 10 µM unless noted): 100 = growth as untreated, 0 = no growth, -100 = all killed.
# A498: A498 renal cancer cells; hit rate 5.4% among 76,000; AID 1794774
# ACHN: ACHN renal cancer. hit rate 4.9% among 81,000
# RXF 393: RXF 393 renal cancer cells; AID 1794773; hit rate 6.9% among 77,000
# 786-0: 786-0 renal cancer cells; hit rate 5.1% among 81,000; AID 1794775
# PC-3: PC-3 prostate cancer cells; hit rate 3.9% among 80,000
# TK-10: TK-10 renal cancer cells; hit rate 3.9% among 81,000
# SN12C: SN12C renal cancer cells; hit rate 3.8% among 81,000; AID 1794767
# CAKI-1: CAKI-1 renal cancer; hit rate 4.7% among 75,000
# UO-31: UO-31 renal cancer. hit rate 5.2% among 81,000. AID 1794768
# * marks the source's active call; other numbers are inactive results; x = not tested or not shown; & = joins results of further samples. The calls were made as follows: active = growth percent below 10; inactive = the rest.
# Every second line gives: A498, ACHN, RXF 393, 786-0, PC-3, TK-10, SN12C, CAKI-1, UO-31
1) COc1ccc(/C=C2\CN(C)CC3C2=NN(CCO)C3c2ccc(OC)c(OC)c2)cc1OC (configuration not stated)
  92, 97, x, 85, 97, 91, 87, x, 74
2) O=C(NCc1ccc(Cl)cc1Cl)C1CCC(=O)N1C(=O)Nc1ccc(-c2ccccc2)cc1 (configuration not stated)
  99, 86, 95, 98, 80, 104, 93, x, 74
3) CCOC(=O)C1=C(N)N(c2ccccc2)C(C(=O)OCC)=C(C(=O)OCC)C1c1cc(=O)[nH]c2ccccc12 (configuration not stated)
  78, 98, 95, 98, 108, 104, 96, 91, 80
4) O=C(OCC(O)CO)c1ccccc1Nc1ccnc2cc(Cl)ccc12 (configuration not stated)
  85, x, 112, 107, 76, 127, 92, 74, 81
5) O=C1NC(=O)C2C3C(C(O)(c4ccccc4)c4ccccn4)=CC(/C3=C(\c3ccccc3)c3ccccn3)C12 (configuration not stated)
  99, 99, 114, 103, 87, 101, 91, 106, 83
6) N=C1SCc2ccc3ccccc3c21
  105, 89, 121, 111, 90, 117, 99, 92, 69
7) O=C1CCC23OC=CC2C2(Nc4ccccc4NC2=O)c2cc(Br)ccc2N13 (configuration not stated)
  124, 93, 111, 104, 92, 144, 99, x, 63
8) C=CCCCCCCCCC1OCC(C)O1 (configuration not stated)
  97, 97, 117, 94, 74, 93, 96, 94, 89
9) C=CC[C@@]12Cc3ccccc3N[C@@H]1N(C)c1ccccc12
  106, 106, 118, 98, 99, 119, 104, 97, 68
10) O=C1Nc2ccccc2/C1=C/c1cccs1
  106, 87, 98, 94, 92, 134, 90, 90, 62
11) Cc1cccc(NC(=O)Nc2ccc(Nc3ncnc4sc5c(c34)CCOC5)cc2)c1
  84, 101, 102, 105, 93, 108, 99, 96, 70
12) COc1ccc2c(c1)Cc1cc(NC(=O)c3ccccc3-c3ccccc3C(=O)O)ccc1-2
  76, 96, 100, 116, 87, 112, 84, 87, 71
13) CCOC(=O)c1ccncc1
  87, 119, 107, 106, 98, 99, 99, 104, 90
14) CCCCN(CCCC)C1N=C(C)Nc2c1sc(=S)n2-c1ccc(OC)cc1OC (configuration not stated)
  79, 94, 70, 90, 69, 90, 82, 90, 51
15) Nc1nccc(=O)[nH]1
  97, 105, 120, 94, 97, 89, 107, x, 90
16) Cc1ccc2c(c1)C[C@@]1(C)c3ccccc3N(C)[C@H]1N2
  103, 96, 104, 104, 91, 109, 113, 110, 66
17) Cc1cc(C)c(N)cc1C
  97&105, 112&96, 106, 102&95, 89&92, 106&118, 97&95, x, 93&66
18) COc1cccc(NC(N)=O)c1
  113, 103, 110, 99, 93, 95, 107, 99, 90
19) O=C(O)c1cc[n+]([O-])cc1
  102, 96, 106, 107, 93, 114, 102, 104, x
20) CCn1c(N)cc(=O)[nH]c1=S
  100, 106, 104, 100, 93, 118, 96, 101, 107

# More results.
# Every second line gives: A498, ACHN, RXF 393, 786-0, PC-3, TK-10, SN12C, CAKI-1, UO-31
21) CC(=O)Nc1ccc(C(=O)c2ccc(S(=O)(=O)Nc3ccccc3)cc2)cc1
  79, 104, 100, 156, 87, x, 99, 106, 86
22) N=C1SC2C(=NC(=S)NC2c2ccc(O)cc2)N1c1nccs1 (configuration not stated)
  119, 104, 117, 105, 108, 121, 100, 96, 80
23) COc1cc(/C=C2\C(=O)N(CCCCCCOc3cc(O)c4c(=O)cc(-c5ccccc5)oc4c3)c3ccccc32)cc(OC)c1OC
  104, 96, 92, 92, 84, 97, 94, 98, 75
24) C=CCSc1nnc(/N=C2\NC(=O)/C(=C/c3ccc(O)cc3)S2)s1
  x, 100, 89, 105, 97, 111, 114, 89, 75
25) COC1CCN(Cc2ccc3c(NNC(=O)c4cnccn4)nc4cc(F)ccc4n23)C1 (configuration not stated)
  31, 14, 38, 13, 41, 41, 24, 17, 19
26) Clc1ccc(-c2noc(Cn3cc(-c4ccccc4)nn3)n2)cc1
  101, 100, 107, 109, 97, 102, 97, 94, 81
27) Oc1ccc(-c2nc(N3CCOCC3)c3c4c(sc3n2)CCCC4)cc1
  83, 61, 56, 88, x, 87, 70, 47, 39
28) COc1ccc2nc3cc(Cl)ccc3c(NCCN)c2c1
  56, -92*, -86*, -89*, 6.6*, -76*, -60*, -96*, -19*
29) CN1CCN(CCO)CC1
  87, 104, 105, 104, 92, 99, 104, 95, 74
30) CCOP1(=O)OCCN(C)c2oc(-c3ccc(C)cc3)nc21 (configuration not stated)
  92, 107, 117, 101, 108, 96, 98, 93, 83
31) Cc1ccc(S(=O)(=O)NCCCNc2nccc(-c3c(-c4cccc(N)c4)nc4sccn34)n2)cc1
  81, 71, 76, 74, 54, 129, 64, 63, 48
32) COc1c2c(cc3occc13)O/C(=C\c1ccc(Cl)cc1)C2=O
  92, 97, 128, 113, 97, 111, 101, 86, 91
33) N#C/C(=C/NC(=S)Nc1ccccc1)C(N)=O
  103, 99, 116, 104, 95, 117, 106, 97, 83
34) COc1ccc(C2=NN(C(=O)COc3ccc(Cl)cc3)C(O)(c3cc(F)c(Cl)cc3Cl)C2)cc1OC (configuration not stated)
  141, 5.2*, -91*, -75*, 32, 16, 20, x, -87*
35) CC1(C)C=C2[C@H]3CC[C@@H]4[C@@]5(C)CCCNC(C)(C)[C@@H]5CC[C@@]4(C)[C@]3(C)CC[C@@]2(CO)CC1
  91, 104, 107, 96, 97, 101, 98, 97, 87
36) COc1cc2ncn3c(=O)[nH]nc3c2cc1OC
  106, 122, 112, 107, 107, 107, 105, 100, 85
37) C#CCC1(c2ccc(F)c(F)c2)NS(=O)(=O)c2ccccc21 (configuration not stated)
  109, 113, 114, 101, 92, 84, 106, 94, 86
38) C=CCOC(=O)C(O)c1ccccc1 (configuration not stated)
  89, 109, 116, 106, 102, 102, 111, 102, 90
39) CCCCCCCCNC(C)C(O)c1ccc(SC(C)C)cc1 (configuration not stated)
  97, x, 38, -15*, 7.5*, 6.8*, 61, -57*, 30
40) O=C(O)c1cccc2c1C(=O)c1cc([N+](=O)[O-])ccc1-2
  115, 88, 102, 106, 93, 81, 93, 96, 82

# The list goes on:
# Every second line gives: A498, ACHN, RXF 393, 786-0, PC-3, TK-10, SN12C, CAKI-1, UO-31
41) CCCCc1ccc(-c2nn[nH]n2)nc1
  113, 101, 103, 100, 107, 114, 105, 93, 99
42) CN(C)CCCN1c2ccccc2Oc2ccc(Cl)cc21
  48, 74, 61, 63, 61, 68, 68, x, 42
43) CCN(CC)C(=O)c1ccccc1
  102, 101, 101, 106, 107, 107, 98, 88, 76
44) Cn1cc(CC2CC(=O)N(c3ccccc3)C2=O)sc1=NC(=O)c1ccccc1 (configuration not stated)
  x, 101, 92, 94, 96, 102, 103, 95, 84
45) Cn1cc(NC(=O)c2cc(NC(=O)CCSc3ccc4ccccc4c3)cn2C)cc1C(=O)NCCCN1CCOCC1
  120, 105, 83, 80, 92, 121, 95, 95, 89
46) CCCn1c(O)c(N=Nc2ccc(S(N)(=O)=O)cc2)c2cc(Br)ccc21
  90, 77, 77, 102, 76, 90, 93, 94, 82
47) COc1ccc(N2CCN(/C(=N/c3sc(-c4ccccc4)nc3-c3ccccc3)c3ccc(C)cc3)CC2)cc1
  113, 97, 109, 101, 94, 107, 83, 81, 80
48) COc1ccc(C(O)c2ncn(C)c2Cc2ccc(OCc3ccccc3)cc2)cc1 (configuration not stated)
  87, 109, 79, 80, x, 115, 93, 67, 48
49) CN(C)c1ccc(CC(C#N)c2cc3ccccc3[nH]2)cc1 (configuration not stated)
  94, 93, 109, 104, 86, x, 99, 80, 64
50) CSc1nc(-c2cccc(Br)c2)c(C#N)c(=O)[nH]1
  99, 94, 109, 96, 105, x, 93, 99, 86
51) O=S(=O)(NCCCNc1nccc(-n2ccc3cccnc32)n1)c1ccc(Cl)cc1
  95, 97, 103, 99, 91, 116, 94, 87, 101
52) CCCCCCCCCCCCCCCCOc1ccc(S(=O)(=O)Nc2cc(C(=O)OC)cc(C(=O)OC)c2)cc1N
  113, 103, 121, 108, 86, 112, 93, 91, 72
53) CCc1cnc2ccccc2c1/C=C/c1ccc(N(C)C)cc1
  34, 60, 63, 44, 55, 57, 52, 52, 45
54) O=C(/C=C/c1cccc([N+](=O)[O-])c1)c1ccc(Nc2nc(Nc3ccc(F)cc3)nc(Nc3ccc(Cl)cc3)n2)cc1
  110, 92, 3.0*, 99, 89, 141, 88, 91, 80
55) COc1cccc2c1C(CCCC(=O)O)CCC2 (configuration not stated)
  98, 102, 125, 101, 95, 103, 98, 106, 84
56) CC(C)NCCOS(=O)C(c1ccccc1)c1ccccc1 (configuration not stated)
  102, 110, 107, 99, 90, 95, x, 99, 92
57) Cc1c(C#N)c2n(c1C)CCCC(=O)N2
  95, 96, 98, 99, 99, 109, 98, 100, 104
58) NS(=O)(=O)c1ccc(Nc2nc(SCC(=O)c3ccc(F)cc3)nc3ccccc23)cc1
  95, 50, 64, 69, 43, 81, 54, 47, 29
59) O=C(Nc1cc(C(F)(F)F)cc(C(F)(F)F)c1)Nc1ccc(Cl)cc1C(=O)O
  77, 100, 99, 106, 91, 107, 98, 96, 88
60) CCCCCCc1cc(N=Nc2ccc(S(=O)(=O)Nc3nnc(C)s3)cc2)c(O)cc1O
  108, 91, 107, 97, 95, 102, 100, 96, 68

# (next part)
# Every second line gives: A498, ACHN, RXF 393, 786-0, PC-3, TK-10, SN12C, CAKI-1, UO-31
61) O=C(N/N=C/c1cccc([N+](=O)[O-])c1)c1ccccc1
  99, 104, 104, 101, 92, 117, 108, x, 88
62) Clc1cncc(Nc2ncnc3ccc(-c4cccc(-c5nn[nH]n5)c4)cc23)c1
  106, 102, 103, 100, 89, 116, 104, 81, 85
63) CC1OCOC1C1OCOCC1OC(=O)c1ccccc1 (configuration not stated)
  100, 94, 121, 99, 93, 95, 101, 97, 91
64) CCCCCCCOc1c2c(nc3c1c1ccccc1n3C)-c1ccccc1C2
  97, 93, 105, 99, 85, 120, 80, 84, 64
65) COc1nc2cc(OC(C)C)ccc2cc1-c1nc2c(cnn2-c2ccc(Br)cc2)c(=O)[nH]1
  99, 100, 121, 94, 89, 96, 98, 98, 84
66) COc1cc(-c2nc(N=Nc3c(O)[nH]c4ccc(C)cc34)[nH]c(=O)c2C#N)cc(OC)c1OC
  x, 95, 107, 96, 95, 107, 94, 89, 84
67) C[C@@H]1CN(C=O)[C@@H](C)CN1C(=S)Nc1ccccc1
  124, 107, 118, 101, 100, 97, 98, 98, 85
68) O=C1NC(=O)c2c1c1c3ccccc3ccc1c1[nH]c3ccccc3c21
  -36*, -2.5*, -21*, 19, 1.1*, -4.0*, 17, 4.2*, -4.6*
69) COc1cc(C(=O)N2Cc3cc4ccccc4nc3C2C)cc(OC)c1OC (configuration not stated)
  97, 100, x, x, 95, x, 101, 91, 88
70) C[C@H]1C[C@@H]2[C@H]([C@@H](O)C[C@@]3(C)[C@H]2CC[C@]3(O)C(=O)COC(=O)CCC(=O)O)[C@@]2(C)C=CC(=O)C=C12
  123, 90, 107, 115, 86, 95, 61, x, 77
71) N#CCC(=O)N1CCCCC1
  106, 102, 123, 99, 92, 107, 89, 121, 98
72) O=C1NC2(Nc3ccccc31)C(=O)Nc1c(Cl)cc(Cl)cc12 (configuration not stated)
  106, 107, 115, 103, 103, 206, 106, 85, 79
73) CCOC(=O)C(c1ccccc1)N1C(=O)c2ccccc2C1=O (configuration not stated)
  89, 102, 105, 102, 98, 106, 104, 86, 91
74) NC(=O)c1ccccc1C(=O)O
  108, 110, 106, 102, 96, 91, 103, 104, 86
75) C=CCc1cc(C)ccc1NC(C(=O)NCC(=O)OC)c1ccccc1 (configuration not stated)
  95, 99, 109, 94, 89, 106, 91, 88, 81
76) CCOC(=O)C1([N+](=O)[O-])CC(c2ccccc2)ON(c2ccccc2)C1c1ccc(OC)cc1 (configuration not stated)
  87, 84, 101, 81, 41, 108, 83, 58, 88
77) C=CCOc1cccc(NC(=O)C[N+](CCC)(CCC)Cc2ccc(Cl)cc2)c1
  81, 108, 108, 101, 58, 85, 83, 101, 94
78) O=C(/C=C(/C=C/c1coc2ccccc12)OB(F)F)/C=C/c1coc2ccccc12
  x, 101, 109, 102, 86, 117, 97, 105, 88
79) O=[N+]([O-])c1ccc(-c2cc(CCCCO)on2)cc1
  86, 94, 105, 97, 95, 108, 100, 96, 80
80) COc1cc(C=O)cc([N+](=O)[O-])c1O
  100, 113, 112, 108, 100, 104, 106, 110, 92

# Next section:
# Every second line gives: A498, ACHN, RXF 393, 786-0, PC-3, TK-10, SN12C, CAKI-1, UO-31
81) COc1cc2c(/C=C3/C(=O)Nc4ccc(O)cc43)c(Cl)n(Cc3cc(OC)c(OC)c(OC)c3)c2cc1C
  25, 130, -21*, 16, 11, 26, 60, x, -0.3*
82) CCOC(=O)c1c2c(n(-c3ccc(C#N)cc3)c1-c1ccccc1)C=CCC2
  97, 87, 109, 101, 70, 96, 101, 76, 82
83) CC(C(N)=O)N1CCN(c2ccccc2)CC1 (configuration not stated)
  x, 107, 128, 94, 99, 116, 101, 93, 82
84) C=CC[N+](C)(C)CCn1c2ccccc2c2nc3cc(C)c(C)cc3nc21
  115, 107, 89, 89, 97, 106, 14, 90, 71
85) C[N+](C)(C)CC(=O)NNC(=O)Nc1cccc([N+](=O)[O-])c1
  116, 100, 101, 76, 94, 98, 104, 92, 77
86) O=C(N/N=C/CCc1ccccc1)c1ccc(-n2cc(-c3ccccc3)nn2)cc1
  69, 90, 92, 93, 76, 108, 90, 76, 71
87) COc1cccc(C(=O)OCCn2nc3c4c(cccc42)C(=O)c2ccccc2-3)c1O
  82, 57, 53, 72, 20, 86, 42, x, 63
88) CCCCOC(=O)CCC(Br)(Br)Br
  95, 118, 102, 102, 94, 104, 105, 102, 99
89) CC(O)COc1ccccc1Cl (configuration not stated)
  82, 102, 114, x, 98, 107, 104, 100, x
